# Tau FP inhib: qHTS for Inhibitors of Tau Fibril Formation, Fluorescence Polarization; Potency, µM (doses to about 57.7 µM), without a hit: top-dose activity, negative = inhibition, most hits filed as inhibitors; K18 P301L tau heparin fibrillization, Alexa594 FP, 6 h; 280,000 compounds, 0.39% hits; AID 1468, 2008; Microtubule-associated protein tau (Homo sapiens), P10636; further: nearly all actives have a fitted effect of over 55% in size
# Target sequence (P10636 561-689 P618L limits assumed): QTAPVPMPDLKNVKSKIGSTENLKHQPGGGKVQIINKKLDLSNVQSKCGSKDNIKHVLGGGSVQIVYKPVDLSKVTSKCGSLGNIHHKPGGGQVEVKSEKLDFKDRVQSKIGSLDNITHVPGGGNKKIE
#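 Human tau K18 […] P301L fragment, 15 uM unlabeled plus 0.24 uM Alexa 594-labeled tau (final), with compound and 20 uM heparin in 100 mM sodium acetate pH 7; 6 hr at 37 C, then Alexa 594 FP read.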
# TR SRC2 fluor cs: Total Fluorescence Counterscreen for Inhibitors of the Interaction of Thyroid Hormone Receptor and Steroid Receptor Coregulator 2. TRb/SRC2 Texas Red total fluorescence interference. Potency, µM (highest dose often 106 µM), inactives show at the highest dose fluorescence change, negative = quenching. 280,000 compounds, 0.29% hits. AID 1479, 2009; active means well fitted curve in either direction with a large enough effect; inconclusive means small, poorly fitted or top-dose-only effect
#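 Flags fluorescent or light-absorbing compounds by total fluorescence, S + 2P, at 555 nm excitation and 632 nm emission. Mixture: 20 nM Texas Red SRC2 peptide, 0.6 uM human TRb LBD, 1 uM T3, 5% DMSO; compound exposure 5 h at ambient temperature.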
# RGS12 GoLoco inh: qHTS Assay for Inhibitors of RGS12 GoLoco Motif Activity (Red Fluorophore); Guanine nucleotide-binding protein G(i) subunit alpha-1 (Homo sapiens), P63096; Gai1:RGS12 GoLoco peptide FP, rhodamine, 10 min; Potency, µM (doses to about 61.6 µM), without a hit: at the highest dose activity, negative = inhibition, actives largely listed as inhibitors; 230,000 compounds, 0.44% hits; active means well fitted inhibition curve with a large enough effect, not every such curve was filed as active; inactive means no such curve, though single readings can be large or run the other way; further: nearly all actives have a fitted effect of over 30% in size; many of its hits are not listed in these tables
# L3MBTL1 block: qHTS Assay for the Inhibitors of L3MBTL1; Lethal(3)malignant brain tumor-like protein 1 (Homo sapiens), Q9Y468; AlphaScreen L3MBTL1–H3K9me1 peptide binding; Potency, µM (titrated, usually from 57.1 µM), without a hit: at the top dose activity, negative = inhibition, most hits filed as inhibitors; 230,000 compounds, 0.66% hits; further: nearly all actives have a fitted effect of over 60% in size
# Target sequence (Q9Y468 whole entry, looked up): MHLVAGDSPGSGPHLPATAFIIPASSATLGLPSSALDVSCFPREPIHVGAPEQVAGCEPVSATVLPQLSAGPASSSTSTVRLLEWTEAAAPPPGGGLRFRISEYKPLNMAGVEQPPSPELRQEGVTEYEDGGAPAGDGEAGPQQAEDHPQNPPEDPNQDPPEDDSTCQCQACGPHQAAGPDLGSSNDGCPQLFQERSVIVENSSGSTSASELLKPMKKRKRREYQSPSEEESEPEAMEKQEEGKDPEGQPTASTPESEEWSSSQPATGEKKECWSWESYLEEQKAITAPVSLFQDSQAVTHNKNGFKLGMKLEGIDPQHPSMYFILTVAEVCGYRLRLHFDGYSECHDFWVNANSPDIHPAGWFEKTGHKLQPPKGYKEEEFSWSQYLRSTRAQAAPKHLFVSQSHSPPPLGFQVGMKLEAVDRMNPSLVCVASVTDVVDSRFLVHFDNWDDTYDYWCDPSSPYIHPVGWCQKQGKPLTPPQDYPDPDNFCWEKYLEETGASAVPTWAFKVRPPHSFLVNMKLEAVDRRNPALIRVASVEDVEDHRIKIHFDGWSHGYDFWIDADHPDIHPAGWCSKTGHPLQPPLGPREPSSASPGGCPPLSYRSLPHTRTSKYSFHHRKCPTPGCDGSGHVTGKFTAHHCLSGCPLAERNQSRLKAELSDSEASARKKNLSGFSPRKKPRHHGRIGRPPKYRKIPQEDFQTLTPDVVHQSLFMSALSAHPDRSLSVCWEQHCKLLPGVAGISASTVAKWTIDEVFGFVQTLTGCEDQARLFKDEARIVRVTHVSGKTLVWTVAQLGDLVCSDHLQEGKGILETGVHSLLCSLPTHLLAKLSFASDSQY
#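 Read-out is AlphaScreen signal from streptavidin donor and nickel chelate acceptor beads (10 ug/mL final each) bridging L3MBTL1 (50 nM) and biotinylated K9-monomethylated H3(1-15) peptide (75 nM), after 30 min compound exposure at room temperature.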
# TRb SRC2 PPI: qHTS for Inhibitors of the Interaction of Thyroid Hormone Receptor and Steroid Receptor Coregulator 2; Thyroid hormone receptor beta (Homo sapiens), P10828; TRbeta-SRC2 peptide binding, fluorescence polarization; receptor liganded with 1 µM T3; Potency, µM (titrated, usually from 106 µM), inactives show top-dose activity change, negative = inhibition, hits mostly inhibitors; 280,000 compounds, 0.065% hits;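 further: plate controls were bound peptide for no effect and peptide without receptor for full effect; nearly all actives have a fitted effect of over 50% in size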
#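 Read-out is fluorescence polarization (555 nm excitation, 632 nm emission) of a Texas Red SRC2 coactivator peptide; loss of signal reflects blocked binding to human TRb ligand-binding domain in the presence of 1 uM T3.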
# Tau ThT inhib: qHTS for Inhibitors of Tau Fibril Formation, Thioflavin T Binding; 270,000 compounds, 2.1% hits; recombinant tau K18 P301L (four-repeat tau fragment), heparin-induced fibrillization, ThT fluorescence; Microtubule-associated protein tau (Homo sapiens), P10636; Potency, µM (top dose mostly 57.4 µM), inactives show at the top dose activity, negative = inhibition, most hits filed as inhibitors; further: nearly all actives have a fitted effect of over 55% in size
#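 Aggregation was driven by heparin (20 uM final) acting on recombinant tau […] bearing P301L in 100 mM sodium acetate pH 7; fibrils were detected with Thioflavin T.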
# KDM4E inh: qHTS Assay for Inhibitors of Human Jumonji Domain Containing 2E (JMJD2E); Lysine-specific demethylase 4E (Homo sapiens), B2RXH2; JMJD2E catalytic domain, FDH-coupled NADH fluorescence (FDH is formaldehyde dehydrogenase); Potency, µM (titrated, usually from 57.1 µM), for the others: at the highest dose activity change, negative = inhibition, hits mostly inhibitors; 230,000 compounds, 1.6% hits; active means well fitted inhibition curve with a large enough effect, not every such curve was filed as active; inconclusive means small, poorly fitted or top-dose-only effect, or another doubt; inactive means no such curve, though single readings can be large or run the other way;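 further: 0% = wells with enzyme and -100% = buffer wells without enzyme; nearly all actives have a fitted effect of over 50% in size; many of its hits are not listed in these tables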
# RECQ1 helicase: qHTS Assay for Inhibitors of RecQ-Like Dna Helicase 1 (RECQ1) | RECQ1 DNA unwinding, red fluorescence kinetic read | Potency, µM (doses to about 57.3 µM), inactives show at the highest dose activity, negative = inhibition, hits mostly inhibitors | 240,000 compounds, 0.54% hits | AID 2549, 2010;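 further: plate controls were vehicle for no effect and no enzyme for full effect; nearly all actives have a fitted effect of over 30% in size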
#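 RECQ1T1 50 nM; forked duplex (20 bp + 30-nt ss tails) 200 nM, ATP 2 mM final; pH 8.0, 2 mM MgCl2, 2.5 ug/ml poly(dI-dC); 15 min compound preincubation; discontinuous kinetic read over 2 h at RT.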
# * hit, by the source's call; i = inactive; u = inconclusive; x = no result given; & = joins results of further samples; [ ] = remark or other dose. Unless noted, the call rests on the fitted dose curve; in most records, active means well fitted curve in the direction sought with a large enough effect; inconclusive means small, poorly fitted or top-dose-only effect, or another doubt; inactive means no such curve, though single readings can be large; an effect the other way counts as inactive or inconclusive. Unless noted, on the % scale 0 is the no-effect control and ±100 the full control effect; potency means the concentration at half of the fitted maximal effect. Some of the compounds tested; rates above refer to the full screens.
# Start of the data: the first 4 compounds, to show the layout:
SMILES,Tau FP inhib,TR SRC2 fluor cs,RGS12 GoLoco inh,L3MBTL1 block,TRb SRC2 PPI,Tau ThT inhib,KDM4E inh,RECQ1 helicase
O=C(Nc1ccc2ncccc2c1)c1ccccc1Cl,1%,-1%,-4%,7%,-1%,2%,-27%,12%
Brc1ccc2[nH]c3c(N4CCc5ccccc5C4)ncnc3c2c1,10%,1%,57%[activator],x,12%,-16%,3.5µM*,-4%
COC(=O)c1ccc(NC(=O)Nc2ccc(OC)cc2)cc1,15%,-3%,4%,10%,6%,u,u,i
O=C(CN(CCc1ccccc1)C(=O)CN1C(=O)COc2ccccc21)NCc1ccco1,2%,-1%,10%,-3%,-3%,-13%,2%,i

# The whole of this part, previewed entries included:
SMILES,Tau FP inhib,TR SRC2 fluor cs,RGS12 GoLoco inh,L3MBTL1 block,TRb SRC2 PPI,Tau ThT inhib,KDM4E inh,RECQ1 helicase
O=C(Nc1ccc2ncccc2c1)c1ccccc1Cl,1%,-1%,-4%,7%,-1%,2%,-27%,12%
Brc1ccc2[nH]c3c(N4CCc5ccccc5C4)ncnc3c2c1,10%,1%,57%[activator],x,12%,-16%,3.5µM*,-4%
COC(=O)c1ccc(NC(=O)Nc2ccc(OC)cc2)cc1,15%,-3%,4%,10%,6%,u,u,i
O=C(CN(CCc1ccccc1)C(=O)CN1C(=O)COc2ccccc21)NCc1ccco1,2%,-1%,10%,-3%,-3%,-13%,2%,i
Cc1ccc(CN(Cc2ccco2)C(=O)c2ccc(OCC(C)C)cc2)cc1,-3%,2%,x,x,5%,-14%,x,x
N#CC1(c2ccccc2)CCC(=O)N1Cc1ccccc1 (centres undefined),0%,0%,-4%,7%,1%,2%,8%,-3%
O=c1[nH]c2ccccc2n2c(-c3ccncc3)nnc12,7%,0%,9%,7%,4%,-12%,-24%,10%
COc1ccc(S(=O)(=O)c2nnn(-c3cc(Cl)c(OC)cc3OC)c2C)cc1,-10%,-4%,x,x,-3%,-2%,x,x
CCOc1ccc(CCNC(=O)CSc2cc(=O)n(CC)c3ccccc23)cc1OCC,-1%,0%,1%,-6%,-4%,-3%,-8%,-1%
CCCCNC(=S)N/N=C/c1sccc1C,-1%,-1%,1%,x,1%,-7%,1%,i
CCN(CC)CCCN(Cc1cc2cc(OC)ccc2[nH]c1=O)C(=O)Nc1ccc(F)cc1,2%,0%,8%,x,0%,-3%,u,-2%
Cc1ccsc1CN1CCc2nc(N3CCN(c4ccccc4F)CC3)ncc2C1,-2%,-1%,x,x,6%,u,x,x
CCC(C)NC(=O)Cn1cnc2sc(C)c(S(=O)(=O)N3CCN(c4ncccn4)CC3)c2c1=O (centres undefined),2%,0%,3%,8%,0%,-5%,u,i
CCOC(=O)c1sc2nc(CC(=O)OC)nc(NCCN(CC)CC)c2c1C,-2%,-3%,10%,x,0%,-11%,u,-4%
COc1ccc(C)cc1NC(=O)c1cn(C)c(=O)c2cc(OC)c(OC)cc12,-6%,1%,x,x,3%,-10%,x,x
Cc1oc(-c2cccc(Cl)c2)nc1Cn1c(SCc2ccc(F)cc2)nc2cccnc21,4%,2%,x,x,0%,-9%,x,x
COc1cccc(NC(=S)N(Cc2ccco2)C(C)c2ccco2)c1 (centres undefined),-3%,3%,-8%,-2%,-3%,-18%,-2%,-3%
COc1ccc(C2Nc3ccccc3C(=O)N2c2ccccc2)cc1CSc1ccccn1 (centres undefined),-3%,-17%,5%,-7%,-3%,-2%,u,-1%
CC1=CC(=O)c2ccccc2C1=O,u,0%,5%,-18%&-23%,1%,5µM*,-29%,-12%
COc1ccc(-c2noc(CSc3nc4sc(C)c(C)c4c(=O)n3-c3ccccc3)n2)cc1,0%,7%,11%,5%,1%,0%,7%,-7%
COc1ccc2ccccc2c1/C=N/N1C(=O)CSC1=S,-11%,-21%,88%[activator],u,28%,11µM*,-19%,28µM*
O=C(CC(c1cccs1)N1Cc2ccccc2C1=O)Nc1ccc(F)cc1 (centres undefined),u,1%,x,x,5%,5%,x,x
COCc1ccc(CN2CCCC(CCC(=O)NCc3ccc(C)o3)C2)o1 (centres undefined),1%,0%,3%,-10%,-7%,-15%,-4%,5%
Clc1ccc(OCc2nn3c(-c4ccco4)nnc3s2)c(Cl)c1,-6%,-1%,27%,x,-13%,-15%,4%,-3%
COC(=O)c1cc2c(=O)n3cccc(C)c3nc2n(Cc2cccnc2)c1=N,-2%,-4%,9%,x,-6%,-10%,u,i
Cc1ccc(/C=N/NC(=O)c2cccnc2)s1,3%,0%,14%,2%,4%,-4%,1%,-7%
Cn1cc(C(=O)c2ccc(F)cc2)cc1-c1nc2ccccc2n1C,u,-5%,12%,1%[11.4 µM],-4%,-2%,4%,-3%
O=C1CN(C(=O)CC2c3ccccc3-c3ccccc32)CC(=O)N1,11%,-6%,7%,8%[11.4 µM],-6%,1%,3%,-9%
COc1ccc(-c2nc(=S)c3ccc4ccccc4c3[nH]2)cc1,-8%,0%,13%,10%,6%,-6%,-1%,i
CCCCCCCCNC(=O)/C(C#N)=C/c1ccc(SC)cc1,0%,0%,4%,-5%,-2%,-2%,0%,4%
CC(C)(C)/C=N/NC(=O)C1CC1,5%,-1%,-1%,4%,0%,0%,19%,-1%
c1ccc2c(NCCCN3CCOCC3)c3ccccc3nc2c1,-5%,-1%,4%,5%,3%,-4%,u,-17%
Cc1ccc(S(=O)(=O)ON2C(=O)c3ccccc3C2=O)c(C)c1,u,-4%,x,8%,5%,18µM*,u,-2%
O=C(CSc1nc2scc(-c3ccccc3)c2c(=O)[nH]1)NC1CCCCC1,-12%,-6%,47%[activator],x,-9%,-2%,-10%,-2%
Cc1ccccc1NC(=O)C(=O)NCC(c1ccc2c(c1)OCO2)N1CCN(c2ccccc2)CC1 (centres undefined),1%,-9%,x,x,0%,-5%,x,x
Nc1nonc1C(=O)NCCNCc1ccccc1,-3%,-3%,-7%,x,0%,-4%,59%[activator],-23%
COc1ccccc1C(=O)Oc1ccccc1C(=O)Nc1ccccc1,2%,-6%,6%,0%,4%,-13%,-5%,-3%
CCNCC(O)COCC(O)CNCC (centres undefined),-9%,2%,-13%,-6%,8%,-2%,238%[activator],-3%
O=c1[nH]c2cc(Br)cnc2nc1/C=C(\O)c1ccc(F)cc1,-2%,-2%,36%[activator],3%,5%,-21%,u,-12%
O=C(/C=C/c1cccc([N+](=O)[O-])c1)N1CCOCC1,6%,0%,-1%,u,-8%,4%,8%,-6%
c1cc(-n2cnnn2)ccc1NC1=NCCC1,10%,-1%,7%,x,-15%,-5%,9%,0%
COc1ccc(/C(C)=N/NC(=O)Cn2nc([N+](=O)[O-])cc2C)cc1,-17%,-4%,-1%,10%,5%,-7%,6%,-9%
COC(=O)c1ccc(C(NC(=O)OCc2ccccc2)/C(=C/[C@@H](C)C(=O)NCC2CC2)c2cccnc2)cc1 (some centres undefined),3%,-4%,4%,x,-1%,-10%,1%,i
COc1ccc(NC(=O)N(CCN2CCCC2)Cc2cc3cc(OC)c(OC)cc3[nH]c2=O)cc1,7%,2%,5%,-6%,0%,-6%,u,-13%
CSc1nc(-c2ccccc2F)c(C#N)c(=O)n1C,-3%,0%,0%,0%,-5%,-16%,-7%,-3%
Cc1ccc(N2C(=O)c3n[nH]c(C)c3C2c2ccco2)cc1 (centres undefined),-6%,3%,0%,-7%,-15%,2%,3%,-13%
O=S(=O)(CCN1CCN(C(c2ccccc2)c2ccccc2)CC1)C(F)(F)F,-6%,-3%,-10%,5%,0%,u,-2%,-1%
Cc1c(CCO)c(=O)n(C)n1C(=O)c1ccc(Cl)cc1,-4%,-5%,-12%,-4%,-7%,-5%,4%,i
Cc1ccc(CNCc2ccc3c(c2)n(C)c(=O)n3C)cc1,-12%,-2%,x,x,-6%,4%,x,x
COc1ccc(CNC(=O)/C=C/c2ccc(OCCCF)cc2)cc1OC,-1%,1%,8%,4%,-4%,-8%,1%,8%
Cc1ccc(NC(=O)CSc2nccn2Cc2ccco2)cc1Cl,-8%,-4%,x,x,-6%,-17%,x,x
Cc1cc(C)nc(N(C#N)Cc2ccccc2Cl)n1,5%,1%,-3%,15%,5%,-2%,6%,-2%
CCOC(=O)c1sc(=S)n(-c2ccccc2)c1SC,-3%,-6%,1%,-4%,-4%,-18%,0%,i
CC(=O)Nc1ccc(S(=O)(=O)N2CCC(C(=O)O)CC2)cc1,4%,-1%,-1%,3%,-2%,11%,-12%,-3%
Cc1cc(C)nc(SCCc2ccncc2)n1,-3%,-4%,-39%,-8%,-7%,-9%,u,-7%
CCCCCCn1c(NCC)nc2c1c(=O)n(C)c(=O)n2C,15%,-7%,3%,9%,-6%,6%,-18%,-5%
CCCN(CC1CC1)C(=S)Nc1ccc(Oc2ccccc2)cc1,-6%,1%,2%,-10%,-1%,-18%,-4%,u
COc1cc(C2c3c(-c4ccccc4O)n[nH]c3C(=O)N2CCO)ccc1OCC(C)C (centres undefined),3%,6%,x,x,-8%,-10%,x,x
COc1ccc(S(=O)(=O)Nc2ccc(NC(C)=O)cc2)cc1,0%,-6%,4%,x,1%,-14%,6%,i
O=C(Cc1ccc(Cl)cc1Cl)OCC(=O)N1CCN(C(=O)c2ccco2)CC1,7%,-2%,8%,5%,-2%,-13%,-7%,1%

# Screening results deposited in PubChem by National Center for Advancing Translational Sciences (NCATS).
